PLK1 PBD inh: inhibitors of human PLK1 polo-box domain binding; P53350; Plk1 PBD binding of FITC phosphopeptide, fluorescence polarization; Potency, µM, for the others: max response, negative = inhibition, most hits filed as inhibitors; 2.8% of 360,000 active; AID 720504; further: potency means the concentration at half of the fitted maximal effect; series mostly up to about 57 µM; on the % scale 0 is the no-effect control and ±100 the full control effect; nearly all actives have a fitted effect of over 65% in size
DRD3 agonist: D3 dopamine receptor (human) agonism | 0.58% of 410,000 active | P35462 | AID 652048 | D3R DiscoveRx beta-arrestin cells, luminescence, 90 min | max activation, %; in the data active means max activation above about 30%; further: 0% is about no effect; mostly tested at two doses, the higher about 12 µM
Target sequence (P35462 whole entry, looked up): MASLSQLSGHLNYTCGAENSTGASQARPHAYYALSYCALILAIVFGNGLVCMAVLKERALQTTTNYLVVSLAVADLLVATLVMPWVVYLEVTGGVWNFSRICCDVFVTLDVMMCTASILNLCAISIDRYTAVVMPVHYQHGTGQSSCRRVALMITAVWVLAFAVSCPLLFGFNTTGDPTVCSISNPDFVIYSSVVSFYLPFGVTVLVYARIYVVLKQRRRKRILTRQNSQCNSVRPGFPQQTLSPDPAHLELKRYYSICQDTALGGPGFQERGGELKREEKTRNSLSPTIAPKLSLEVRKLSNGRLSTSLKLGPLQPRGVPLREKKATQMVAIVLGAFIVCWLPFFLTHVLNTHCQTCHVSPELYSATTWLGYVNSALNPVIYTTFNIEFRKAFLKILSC
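Agonist mode: compounds and dopamine controls were applied to plated cells for 90 min at 37 degrees C after an overnight attachment at 1500 cells/well. Luminescent read-out followed 30 - 60 minutes at room temperature with DiscoveRx detection reagent.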
GLP1R ag: activates the human GLP-1 receptor; HEK293 GLP-1R CRE-luciferase, luminescence, 4-6 h; cells express a hypersensitive GLP-1R form; Potency, µM (series often up to 45.6 µM), for inactives: at the highest dose activation, actives largely listed as activators; 0.007% of 380,000 active; AID 624172; further: potency means the concentration at half of the fitted maximal effect; % of control where 0% means no effect
Target sequence (P43220 whole entry, looked up): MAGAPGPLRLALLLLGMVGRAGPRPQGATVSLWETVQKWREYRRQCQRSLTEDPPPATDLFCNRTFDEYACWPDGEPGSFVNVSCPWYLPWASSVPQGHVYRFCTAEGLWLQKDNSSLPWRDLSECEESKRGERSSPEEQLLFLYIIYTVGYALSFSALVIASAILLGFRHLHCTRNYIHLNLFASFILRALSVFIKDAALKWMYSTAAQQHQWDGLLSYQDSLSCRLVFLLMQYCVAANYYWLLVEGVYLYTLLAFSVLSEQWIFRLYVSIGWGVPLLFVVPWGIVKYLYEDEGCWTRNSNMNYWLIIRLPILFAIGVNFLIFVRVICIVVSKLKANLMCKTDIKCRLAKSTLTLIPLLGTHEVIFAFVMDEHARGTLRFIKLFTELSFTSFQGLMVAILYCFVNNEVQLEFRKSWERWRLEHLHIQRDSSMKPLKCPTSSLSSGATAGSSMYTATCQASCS
D3 antag: D3 dopamine receptor (human) antagonism. AID 652054. P35462. 2.5% of 360,000 active. D3R cells, DiscoveRx beta-arrestin luminescence, antagonist mode; active compounds read low. max response, negative = inhibition, %; in the data active means max response below about -50%; inconclusive means no clear call, values can overlap the other calls; further: on the % scale 0 is the no-effect control and ±100 the full control effect; mostly tested at two doses, the higher about 12 µM
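Cells plated overnight at 1500 cells/well, then exposed to library compounds with dopamine controls for 90 minutes at 37 degrees C. DiscoveRx reagent added for 30–60 minutes at room temperature; luminescence read, quantitative HTS format.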
GLP1R inv ag: acts as inverse agonist at human GLP-1 receptor; P43220; HEK293 GLP-1R CRE-luciferase, luminescence, 24 h; GLP-1R form is constitutively active; Potency, µM (doses to about 38.3 µM), without a hit: at the top dose activity change, negative = inhibition, usual class: inhibitors; 1.6% of 410,000 active; AID 624417; further: potency means the concentration at half of the fitted maximal effect; on the % scale 0 is the no-effect control and ±100 the full control effect; nearly all actives have a fitted effect of over 55% in size
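HEK293 cells stably co-expressing constitutively active GLP-1R and a cAMP-responsive luciferase reporter were seeded in DMEM with 10% Nu serum, given compounds after 12 h, and incubated 24 h at 37 deg C. Luminescence was then read.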
WRN helicase inh: blocks human WRN helicase | WRN helicase unwinding, fluorescent forked duplex, kinetic | 0.46% of 360,000 active | Potency, µM (doses to about 114 µM), without a hit: at the highest dose activity change, negative = inhibition, actives largely listed as inhibitors; further: potency means the concentration at half of the fitted maximal effect; on the % scale 0 is the no-effect control and ±100 the full control effect; nearly all actives have a fitted effect of over 55% in size
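Fluorescence dequenching readout, ex 525 nm/em 598 nm, kinetic mode: forked duplex DNA (100 nM final) with adjacent fluorophore and quencher unwound by WRN (20 nM final) with 2 mM ATP. Compound preincubation 15 min, room temperature.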
PI5P4K alpha inh: blocks human PI5P4K alpha kinase activity | P48426 | PI5P4Kalpha enzyme, ADP-Glo luminescence, 60 min; active compounds read low | max response, % | 1.2% of 330,000 active | AID 652105; active means max response of -50% or lower; inconclusive means between -30% and -50%; inactive means -30% or higher; further: value at the top dose of about 77 µM; on the % scale 0 is the no-effect control and ±100 the full control effect
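Luminescence from ADP-Glo served as readout of PI5P4Kalpha activity in a qHTS format. Reaction: enzyme, substrate, compound, ATP at 5 microM final, 60 min at RT.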
IL-2 act: activates IL-2 in a cell-based reporter assay; IL-2 activation reporter assay, cell-based qHTS; stimulated with anti-CD3/CD4/CD28 beads; in transgenic mouse T cells; 0.065% of 360,000 active; activation, % (series mostly up to about 46 µM); in the data active means activation above about 50%; inconclusive means mostly about 30% to 49%; further: 0% is about no effect
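First, unstimulated transgenic mouse T cells were exposed to compound for 60 min. Next, anti-CD3/anti-CD4-coated beads with anti-CD28 were added. Finally, after 18 h at 37 degrees C, EGFP and DsRed were imaged.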
HEK293 tox: cytotoxicity in counter-screen for GLP-1R inverse agonists; HEK293 cAMP-luciferase reporter cells, luminescence, 24 h; Potency, µM (doses to about 38.3 µM), for inactives: at the top dose activity change, negative = inhibition, hits mostly inhibitors; 0.13% of 410,000 active;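 further: loss of luciferase light is scored as toxicity; potency means the concentration at half of the fitted maximal effect; on the % scale 0 is the no-effect control and ±100 the full control effect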
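Seeding density was 200 cells/uL; after overnight-length (12 h) culture, 23 nL compounds went on for 24 h at 37 °C. Readout used a luciferase detection reagent, luminescence taken after 12 min at room temperature.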
* = called active by the depositor; ? = inconclusive; nt = not tested or not shown; [ ] = another dose, or the depositor's remark. Unless noted, the call rests on the fitted dose curve; in most records, active means well fitted curve in the direction sought with a large enough effect; inconclusive means small, poorly fitted or top-dose-only effect, or another doubt; inactive means no such curve, though single readings can be large; an effect the other way counts as inactive or inconclusive.

SMILES	PLK1 PBD inh	DRD3 agonist	GLP1R ag	D3 antag	GLP1R inv ag	WRN helicase inh	PI5P4K alpha inh	IL-2 act	HEK293 tox
Cc1nc(C)c(-c2ccccc2)c(=O)[nH]1	-4%	4	4%	-29	0%	2%	-1	0.5	2%
COc1ccc(C)cc1NC(=O)C1CCCN(S(=O)(=O)c2cnc[nH]2)C1 (stereo not drawn)	-1%	5	1%	-5	14%	1%	-6	-2.0	3%
CCCSc1nnc(-c2ccccc2NC(=O)CC)c(=O)[nH]1	-10%	0	9%	-17	-4%	-12%	-3	-0.2	19%
CNC(=S)Nc1cccc(C(=O)OC)c1	-6%	6	2%	13	16%	5%	0	0.4	29%
COc1ccc(/C=C/C(O)=C(\C#N)c2nnc(N3CCOCC3)n2-c2ccccc2)cc1OC	-1%	7	-2%	5	-3%[0.307 µM]	0%	2	0.7	4%[0.307 µM]
COc1ccc(S(=O)(=O)N(CCc2ccccc2)CC(=O)NCCCO)cc1	-4%	-7	2%	16	8%	-5%	nt	-0.2	-11%
COc1ccccc1CNC(=O)CSc1n[nH]c(N)n1	-3%	6	5%	5	18%	-7%	13	2.1	12%
COc1ccc(C(=O)N/N=C(\C)c2cccc(NC(=O)c3ccc(F)cc3)c2)c(OC)c1	-12%	-6	3%	19	7%	-27%	6	0.6	-3%
CN1CCN(c2ccc(CNC(=O)C3Cc4c(-c5ccc6c(c5)OCO6)ccnc4O3)cc2)CC1 (stereo not drawn)	0%	-13	0%	-24	-19%	-5%	0	-0.2	5%
COc1ccccc1/C=C/C=N/NC(=O)c1cc(-c2ccco2)[nH]n1	?	-2	8%	1	?	-22%	-72*	1.3	?
COC(=O)c1c(NC(=O)CN2CCN(Cc3ccc4c(c3)OCO4)CC2)sc(C)c1C	-7%	-7	11%	-23	0%	0%	0	-1.8	-4%
Cc1cccc(OCc2nc(C#N)c(NCc3ccccc3Cl)o2)c1	nt	-9	-1%	nt	?	nt	nt	nt	3%
C/C(=N\NS(=O)(=O)c1ccc(C)cc1)c1cccs1	-4%	-2	7%	14	1%	-5%	0	-0.4	4%
COc1cccc(C(=O)C2CCCN(C(=O)c3ccccc3Cl)C2)c1 (stereo not drawn)	0%	-5	11%	-14	-18%	11%	3	-3.5	-12%
COc1ccc(C2=NN(C(=O)CSc3ncccn3)C(c3ccc(OC)cc3)C2)cc1 (stereo not drawn)	17%	14	16%	1	-2%	-1%	-1	-0.2	-16%
O=C(COC(=O)CCN1C(=O)c2cccc([N+](=O)[O-])c2C1=O)NCc1ccccc1	2%	-11	-5%	6	5%	6%	-5	0.6	-6%
O=C(Cc1ccc(Cl)cc1)N/N=C/c1ccc(O)c(O)c1	-5%	-1	-1%	-1	-17%	-19%	-15	-1.7	-13%
C=CCNC(=S)NNC(=O)C(CCCC)CC(O)COCC(C)C (stereo not drawn)	-2%	21	-1%	13	-11%	-1%	11	5.6	?
O=C1C=C(c2cccc3c2Oc2ccccc2S3)C[C@@H](c2ccc(Cl)cc2)C1	-1%	7	8%	16	17%	0%	11	-0.3	-3%
C[C@]12C(=O)N(c3cccc(F)c3)C(=O)N1[C@H]1c3ccccc3OC[C@@H]1[C@H]2c1ccccc1	0%	0	-2%	6	4%	-7%	5	1.8	-11%
Cc1cccc(OCC(=O)NC2CC(C)(C)NC(C)(C)C2)c1	-6%	2	4%	-5	-4%	-17%	4	1.1	-3%
CCOc1ccc(C(c2c(C)n(C)n(-c3ccccc3)c2=O)c2c(C)n(C)n(-c3ccccc3)c2=O)c(O)c1	-7%	-1	2%	2	-16%	-9%	3	-0.6	-14%
Cc1ccc(C)c(Cn2c(=O)n(-c3ccc(F)cc3)c(=O)c3sc4ccccc4c32)c1	nt	-4	-1%	nt	10%	nt	nt	nt	13%
COc1ccc(-c2nnn(CC(=O)N(CC3CCCO3)C(C(=O)NC(C)(C)C)c3ccco3)n2)cc1OC (stereo not drawn)	-10%	-7	20%	-5	68%[activator]	-3%	-3	-0.3	6%
CSc1ncc(Cl)c(C(=O)Nc2ccc(S(=O)(=O)N3CCOCC3)cc2)n1	-12%	-10	1%	-15	2%	2%	0	-0.8	-7%
O=c1cc(N2CCCCC2)c(-c2ccccc2)nn1Cc1ccccc1	-1%	-1	?	-17	?	-26%[57.1 µM]	-17	-3.5	-2%
Cc1cc(Cl)ccc1C1=CC(=O)C[C@H](c2ccc(F)cc2)C1	-3%	-6	-2%	-11	11µM*	-7%	12	1.1	-3%
CC(C)CSc1nc2ccccc2[nH]1	-11%	2	21%	16	-9%	8%	-1	2.8	-7%
O=C(/C=C/c1ccccc1[N+](=O)[O-])N1CCN(C(=O)c2ccco2)CC1	1%	2	-2%	8	7%	0%[57.1 µM]	-1	-2.5	2%
CN(CCC#N)C(=O)COC(=O)c1ccc(Cl)c(S(N)(=O)=O)c1	0%	10	-18%	9	3%	8%	nt	1.4	2%
CC1=C(C(=O)N(C)C)CC(CC(=O)NCc2cccs2)C(=O)N1CCCN1CCCC1=O (stereo not drawn)	0%	2	-6%	8	7%	2%	1	-0.8	0%
O=C(NCc1cccnc1)c1cnc2ccccc2n1	4%	23	6%	2	0%	1%	3	-0.8	18%
COc1ccc(OC)c(N/C(N)=N/c2nc(C)cc(C)n2)c1	2%	7	5%	6	-7%	12%	-6	-0.3	-6%
COc1ccc(C(=O)COC(=O)/C=C/c2ccccc2[N+](=O)[O-])cc1	10%	-12	6%	?	7%	-7%	33	-2.2	-16%
O=[N+]([O-])c1cccc(S(=O)(=O)c2ccc(N3CCCCC3)c([N+](=O)[O-])c2)c1	-2%	-4	0%	-27	?	?	-6	-0.4	-5%[1.53 µM]
COC(=O)c1ccc2nc(NC(=O)C3CC3)sc2c1	-14%	0	11%	-1	-11%	9%	3	-0.6	1%

The final three compounds of the section above open the next one:
SMILES	PLK1 PBD inh	DRD3 agonist	GLP1R ag	D3 antag	GLP1R inv ag	WRN helicase inh	PI5P4K alpha inh	IL-2 act	HEK293 tox
COc1ccc(C(=O)COC(=O)/C=C/c2ccccc2[N+](=O)[O-])cc1	10%	-12	6%	?	7%	-7%	33	-2.2	-16%
O=[N+]([O-])c1cccc(S(=O)(=O)c2ccc(N3CCCCC3)c([N+](=O)[O-])c2)c1	-2%	-4	0%	-27	?	?	-6	-0.4	-5%[1.53 µM]
COC(=O)c1ccc2nc(NC(=O)C3CC3)sc2c1	-14%	0	11%	-1	-11%	9%	3	-0.6	1%
CCCCCSc1ncccc1C(=O)O	-12%	-19	0%	16	5%	4%	-6	-1.6	-3%
CC(C)COCC1CC2(CC(C)C(=O)CC2=O)C(=O)O1 (stereo not drawn)	-7%	-4	-2%	6	0%	-25%[57.1 µM]	3	-3.2	-7%
O=C(NC1CCN(c2ncccn2)CC1)c1c(F)cccc1F	-1%	-9	0%	-16	15%	9%	2	-3.4	-1%
O=C(COc1ncnc2ccccc12)NC1CCS(=O)(=O)C1 (stereo not drawn)	-7%	-2	5%	-4	2%	-7%	0	0.8	55%
CCc1c(C)nc2c(-c3ccccc3)c[nH]n2c1=O	1%	-11	-6%	8	-21%	0%	-4	-0.7	-18%
O=C(C1Cc2ccccc2CN1C(=O)c1ccco1)N1CCN(c2ccccc2)CC1 (stereo not drawn)	-15%	-9	7%	-24	-25%	0%	-13	0.1	9%
Cc1sc(N)nc1-c1c(C)n(C)c2ccccc12	?	1	19%	27	-4%	15%	5	-0.2	12%
CCOc1ccc(NC(=O)Cc2cccc3ccccc23)c([N+](=O)[O-])c1	-6%	3	6%	-8	-8%	-6%	8	-3.6	4%
O=C(Nc1ccccc1C(=O)NC(Cc1ccccc1)C(=O)NC1CCCCCC1)c1ccccc1 (stereo not drawn)	27µM*	7	-14%	3	-22%	16%	-6	-1.8	1%
CN(C)c1cc[n+](CCC(=O)Nc2cccc([N+](=O)[O-])c2N)cc1	-5%	-5	-7%	2	6%	-4%[57.1 µM]	0	0.4	-2%[1.53 µM]
CCc1ccc(OCC(=O)NC(=S)Nc2ccc(C(C)=O)cc2)c(Br)c1	-2%	6	-1%	17	-10%	-4%	nt	-1.0	8%
CS(=O)(=O)N1CCC(Oc2ccccc2C(=O)NC2CCOC2)CC1 (stereo not drawn)	9%	-2	-4%	-3	21%	2%	5	-1.9	-6%
COc1cccc(-n2c(SC)nnc2-c2cnccn2)c1	2%	-1	0%	-14	0%	0%	nt	-2.5	5%
O=C(/C=C/Sc1ccccc1)c1ccccc1	13µM*	-28	-2%	-28	22%	?	nt	-3.3	?
CCCCNC(=O)C1(C)CCN1C(=O)c1cc(F)ccc1C (stereo not drawn)	-11%	5	-1%	-18	1%	3%	0	-0.1	-3%
O=S(=O)(NCCCN1CCOCC1)c1ccc(F)c(Cl)c1	-1%	-17	-6%	-12	0%	-2%	-2	0.4	3%
COC(=O)c1ccc(-c2ccc(/C=N/N3C(=O)C4C5C=CC(C6CC56)C4C3=O)o2)cc1 (stereo not drawn)	-1%	5	-13%	20	?	-28%[57.1 µM]	?	-1.1	14%[1.53 µM]
O=C(O)CSc1nnnn1-c1ccccc1	-2%	16	7%	25	-5%	2%	nt	-0.9	4%
O=C(O)C1OC1(c1ccccc1Cl)c1ccccc1Cl (stereo not drawn)	-9%	-15	-2%	2	3%	-1%	1	-3.2	17%
O=C(Nc1ccc(O)c2c(=O)cc(-c3ccccc3Cl)oc12)c1ccc(F)cc1	-6%	1	5%	33	4%	3%	-1	-0.1	5%
COc1ccc(CN(C)CC(=O)NC(=O)Nc2ccccc2F)cc1	-6%	2	0%	0	?	9%	6	0.3	1%
Cc1cc(F)ccc1S(=O)(=O)N1CCCOC1CNC(=O)C(=O)NCCC1=CCCCC1 (stereo not drawn)	1%	2	5%	13	-15%	-9%	9	-0.7	9%
COc1cccc(NC(=O)c2oc3ccccc3c2NC(=O)COc2ccccc2C)c1	nt	-5	0%	nt	4%	nt	nt	nt	14%
CCOC(=O)c1ccc(S(=O)(=O)N2CCN(C(=O)c3cc(=O)c4ccccc4o3)CC2)cc1	-6%	9	9%	4	4%	-2%	1	2.5	14%
